Assay outcomes as filed in PubChem BioAssay.
KCNK3 inh – human KCNK3 channel inhibition, primary screen; O14649; CHO-KCNK3 thallium flux, FluxOR fluorescence; active compounds read low; B-score at 10 µM; actives 0.84% (n = 340,000); AID 602410;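 active = B-score under library mean minus 4 SD, starting fluorescence ratio at most library mean plus 5 SD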;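 also: more negative B-score means stronger inhibition of thallium flux through KCNK3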
Target sequence (O14649 whole entry, looked up): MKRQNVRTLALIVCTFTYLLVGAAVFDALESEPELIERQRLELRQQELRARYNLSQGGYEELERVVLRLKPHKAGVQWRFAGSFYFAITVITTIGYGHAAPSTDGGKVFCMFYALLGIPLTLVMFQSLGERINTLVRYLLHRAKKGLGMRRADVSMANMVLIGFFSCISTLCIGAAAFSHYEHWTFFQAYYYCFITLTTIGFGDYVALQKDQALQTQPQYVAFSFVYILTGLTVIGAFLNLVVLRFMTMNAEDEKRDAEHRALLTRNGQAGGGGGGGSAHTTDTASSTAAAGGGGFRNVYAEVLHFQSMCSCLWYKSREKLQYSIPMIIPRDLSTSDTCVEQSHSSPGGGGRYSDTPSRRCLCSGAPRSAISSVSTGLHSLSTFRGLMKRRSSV
KCNQ1 act – potentiators or activators of human KCNQ1 potassium channel | P51787 | CHO-K1 KCNQ1, thallium flux FluxOR fluorescence; active compounds read high | B-score at 10 µM | actives 0.35% (n = 310,000);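 active = fluorescence ratio B-score, a plate-corrected score, at least three library SD, with initial intensity B-score within 5 SD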
Target sequence (P51787 whole entry, looked up): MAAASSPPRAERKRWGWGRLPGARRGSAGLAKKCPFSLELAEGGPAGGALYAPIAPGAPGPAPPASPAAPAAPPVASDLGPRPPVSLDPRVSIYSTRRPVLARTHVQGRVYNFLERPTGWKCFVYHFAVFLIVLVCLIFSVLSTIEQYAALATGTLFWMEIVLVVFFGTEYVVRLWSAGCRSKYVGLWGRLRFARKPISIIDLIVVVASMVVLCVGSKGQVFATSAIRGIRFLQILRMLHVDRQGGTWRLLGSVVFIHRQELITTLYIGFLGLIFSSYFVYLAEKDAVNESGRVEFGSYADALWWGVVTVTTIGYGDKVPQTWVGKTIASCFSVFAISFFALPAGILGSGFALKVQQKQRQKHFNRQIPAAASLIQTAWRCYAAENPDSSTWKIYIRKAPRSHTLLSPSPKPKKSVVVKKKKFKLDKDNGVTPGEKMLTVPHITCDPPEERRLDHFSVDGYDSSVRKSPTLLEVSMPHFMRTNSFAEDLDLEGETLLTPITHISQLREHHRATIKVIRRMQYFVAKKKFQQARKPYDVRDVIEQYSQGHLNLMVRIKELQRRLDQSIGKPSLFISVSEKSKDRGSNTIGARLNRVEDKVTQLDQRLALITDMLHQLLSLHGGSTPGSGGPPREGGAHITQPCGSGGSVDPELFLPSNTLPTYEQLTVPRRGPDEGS
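Schedule – 37 °C overnight plating, 90-min dark dye load, 20-min compound pretreatment · System – stable KCNQ1 CHO-K1 line · Probe or stimulus – thallium- and potassium-containing depolarizing buffer · Measured by – kinetic FluxOR fluorescence, 10 s baseline plus 110 s post-stimulus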
TRPC4 potent – allosterically enhances the mouse TRPC4 cation channel. Q9QUQ5. HEK293 TRPC4beta/mu-opioid, DAMGO EC20, Fluo-4 Ca2+ flux; active compounds read high. B-score at 10 µM. actives 0.42% (n = 310,000);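 active = B-score of calcium response area above 5 SD of library B-scores, with initial fluorescence ratio within 5 SD of library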;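 also: B-score of integrated fluorescence ratio over time as area under calcium response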
KCNK9 inh – human KCNK9 channel inhibition | Q9NPC2 | HEK293 KCNK9, FluxOR thallium flux fluorescence; active compounds read low | B-score at 10 µM | actives 1.2% (n = 310,000) | AID 488922;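 active = ratio B-score over 3 SD below the library mean, with starting fluorescence within 5 SD of its mean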;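 also: negative B-score means less thallium flux so channel inhibition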
DYRK1A inh – inhibitors of rat Dyrk1A kinase. Q63470. ADP-Glo luminescence, NFATc1 peptide. inhibition, % at 12.5 µM. actives 0.43% (n = 310,000); in the data active = inhibition above about 50%;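 also: plate controls were vehicle with enzyme for no effect and no enzyme for full effect; many of its hits are not listed in these tables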
PolyA inhibitor – inhibitors of polyadenylation in S. cerevisiae | actives 0.02% (n = 300,000) | calls only at 12 µM | AID 1875 | S. cerevisiae SKY197-pL101 polyadenylation reporter, beta-gal luminescence; efflux-impaired pdr1/pdr3 knockout yeast; score 100 = 6 SD above DMSO;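 active = lowest replicate activity score at least 50, where 100 means six control SD above control mean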;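 also: yeast exposed to compound for 9 h at 30 °C; higher score means more reporter readthrough which indicates perturbed polyadenylation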
KCNQ1 block – human KCNQ1 channel inhibition; actives 1.3% (n = 310,000); CHO-K1 KCNQ1, FluxOR thallium flux fluorescence; active compounds read high; B-score at 10 µM; AID 2642;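 active = compounds whose thallium flux B-score, printed positive for inhibition, exceeds three library SD while starting fluorescence stays within three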;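 also: channel opened by potassium depolarization with thallium stimulus after 20 min compound exposure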
hERG protect – shields human hERG channel from block by proarrhythmic agents; Q12809; CHO-hERG, FluxOR thallium flux, dofetilide IC70 present; activation (rescue from dofetilide block), less the hit threshold, % at 10 µM; actives 0.51% (n = 310,000); AID 1511;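 active = activation above the mean of controls blocked by dofetilide plus 5 SD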;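 also: thallium influx through hERG after potassium depolarization seen as dye fluorescence rise; in these data hits start at about 4.7%; inactives centre near -7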
TRPC4 inh – inhibitors of mouse TRPC4 channel. Q9QUQ5. HEK293 TRPC4beta/mu-opioid, DAMGO-evoked Fluo4 calcium flux; active compounds read low. B-score at 10 µM. actives 0.39% (n = 300,000). AID 2247;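 active = B-score over 3 SD under the library average, no early fluorescence shift, positive overall ratio signal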
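material = TRPC4beta/mu-opioid receptor HEK293 cell line | probe or stimulus = sequential submaximal and maximal DAMGO stimulation | compound dosing = one concentration per compound | measured by = Fluo4 Ca2+ flux fluorescence | evaluation = integrated fluorescence ratio relative to baseline, converted to per-well B score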
TRPC4 act – activators of mouse TRPC4 channel; Q9QUQ5; HEK293 TRPC4beta/mu-opioid, Fluo4 calcium fluorescence; active compounds read high; B-score at 10 µM; actives 0.49% (n = 310,000);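 active = B-score above 5 SD of library B-scores, and initial fluorescence ratio not above library mean plus 5 SD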;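 also: positive B-score marks a calcium rise read as TRPC4 activation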
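Assay system – TRPC4beta and mu-opioid receptor HEK293 stable cells · Measured by – Fluo4 fluorescence, kinetic · Schedule – dye loading 45 min room temperature, 110 s kinetic read · Read-out – B-scored integrated calcium fluorescence ratio · Controls – buffer and maximal DAMGO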
Platelet DG rel – platelet dense granule release activity | human platelet-rich plasma, SFLLRN dense granule ATP release, luminescence | inhibition, %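 (compounds screened at 7.5 µM in platelet-rich plasma)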 | actives 0.22% (n = 300,000);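 active = mean replicate score, as percent of positive control, at or above 50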
Starred values were filed as active, the others as inactive; i = inactive; · = not tested or not shown. The list is partial. The share of hits here may be higher or lower than overall.

SMILES	KCNK3 inh	KCNQ1 act	TRPC4 potent	KCNK9 inh	DYRK1A inh	PolyA inhibitor	KCNQ1 block	hERG protect	TRPC4 inh	TRPC4 act	Platelet DG rel
CC(C)CCN1CCN(Cc2ccc(Sc3nncn3C)o2)CC1CCO (centres undefined)	i	i	i	i	-1	i	i	-9	i	i	13
Cc1nn(C)cc1C(C)NC(=O)c1cc(COc2ccc(F)c(F)c2)on1 (centres undefined)	i	i	i	i	-1	i	i	-6	i	i	-4
OCCC#Cc1ccc(CN2CCN(C3CCCCC3)C(CCO)C2)cc1 (centres undefined)	i	i	i	i	-4	i	i	-16	i	i	-2
Cc1ccccc1C(=O)N1CCN(c2ccc(NC(=O)Cc3ccccc3)cc2)CC1	i	i	i	i	2	i	i	-8	i	i	-5
COc1ccc(OC)c(CN2C(=O)c3ccccc3C2C(=O)NCC2CCCO2)c1 (centres undefined)	i	i	i	i	-2	i	i	-10	i	i	3
Cc1cc(C)c(C)c(OCCCn2ccnc2)c1	i	i	i	i	10	i	i	-8	i	i	48
CCOC(=O)c1cnc(-n2[nH]c(C)cc2=O)[nH]c1=O	i	i	i	i	-3	i	i	-1	i	i	-2
CCN(CC)C(=O)CSc1nc(N)c(C(=O)Nc2ccc(OC)cc2)s1	i	i	i	i	1	i	i	-14	i	i	1
Cc1cccc2nc(-c3cccc(NC(=O)Cc4ccccc4)c3)cn12	i	i	i	i	13	i	i	-6	i	i	12
CCC1CCCCN1C(=O)c1ccc(OC2CCN(C(=O)COC)CC2)cc1 (centres undefined)	i	i	i	i	0	i	i	-9	i	i	-6
Cc1c(C(=O)NCC2CCCO2)oc2ccc(S(=O)(=O)N3CCCC3)cc12 (centres undefined)	i	i	i	i	-5	i	i	-10	i	i	6
Cn1c(NCc2cc(Br)ccc2O)nc2ccccc21	i	i	i	i	7	i	i	-11	i	i	-2
Nc1cc(Oc2ccc(F)cc2F)cc([N+](=O)[O-])c1	i	i	i	i	0	i	i	-4	i	i	-1
Cc1ccsc1C(=O)OCC(=O)NCc1ccc2c(c1)OCO2	i	i	i	i	-3	i	i	-8	i	i	0
CC(C)C(C)NC(=O)Cn1cnc2c(oc3ccccc32)c1=O (centres undefined)	i	i	i	i	4	i	i	-8	i	i	-18
CCc1nnc(NC(=O)CSc2nnc(C3CC3)n2C)s1	i	i	i	i	·	i	i	-8	i	i	-7
COc1ccccc1CNC(=O)CCCOc1cc(=O)n(C)c2ccccc12	i	i	i	i	-2	i	i	-15	i	i	0
COc1ccc(C(=O)n2cnc3ccccc32)cc1[N+](=O)[O-]	i	i	i	i	·	i	i	-1	i	i	0
CCOC(=O)N1CCC(NC(=O)Cn2cc3c(n2)CCCC3)CC1	i	i	i	i	4	i	i	1	i	i	0
Nc1ccccc1C(=O)N(Cc1ccccc1)Cc1ccccc1	i	i	i	i	3	i	i	-12	i	i	1
O=C(c1cc(-c2ccccc2Cl)on1)N1CCN(C(=O)c2ccco2)CC1	i	i	i	i	-1	i	i	-9	i	i	7
O=C(Nc1ccccc1)/C(=C/c1ccc(F)cc1)NC(=O)c1ccco1	i	i	i	i	-6	i	i	-10	i	i	4
COc1cccc(CN(CC(=O)NC2CCCCC2)C(=O)c2csnn2)c1	i	i	i	i	·	i	i	-11	i	i	-42
CCOc1ccc2c(c1)c1nnc(SCC(=O)NC3CC3)nc1n2C	i	i	i	i	-1	i	i	-1	i	i	1
Cc1ccc(N(C)C(=O)c2cc(S(=O)(=O)N3CCCC3)cn2C)cc1	i	i	i	i	-1	i	i	-11	i	i	-6

Profiles from above. Order of values: KCNK3 inh, KCNQ1 act, TRPC4 potent, KCNK9 inh, DYRK1A inh, PolyA inhibitor, KCNQ1 block, hERG protect, TRPC4 inh, TRPC4 act, Platelet DG rel
Cc1cc(C)c(C)c(OCCCn2ccnc2)c1 across the screens: i, i, i, i, 10, i, i, -8, i, i, 48
COc1ccc(C(=O)n2cnc3ccccc32)cc1[N+](=O)[O-] across the screens: i, i, i, i, ·, i, i, -1, i, i, 0

(more compounds)
SMILES	KCNK3 inh	KCNQ1 act	TRPC4 potent	KCNK9 inh	DYRK1A inh	PolyA inhibitor	KCNQ1 block	hERG protect	TRPC4 inh	TRPC4 act	Platelet DG rel
COc1ccc(CN(Cc2cc3cc4c(cc3[nH]c2=O)OCO4)C(=O)NC2CCCCC2)cc1	i	i	i	i	2	i	i	-2	i	i	3
CCN(CC)Cc1c(C(=O)N/N=C/c2ccc(OCc3ccccc3C)cc2)nnn1-c1nonc1N	i	i	i	i	-1	i	i	-11	i	i	-8
O=C1CCC(c2ccccc2)=NN1Cc1c(F)cccc1Cl	i	i	i	i	4	i	i	-8	i	i	5
CSc1nnc(C)c(/C=C/NOCc2cccc(F)c2)n1	i	i	i	i	-5	i	i	-10	i	i	2
CCOc1ccc(-n2c(=O)[nH]cc(C(=O)N3CCc4ccccc43)c2=O)cc1	i	i	i	i	-5	i	i	-10	i	i	3
O=C(NCC(c1ccco1)N1CCN(c2ccc(F)cc2)CC1)c1cccs1 (centres undefined)	i	i	i	i	8	i	i	-9	i	i	-5
CC(=O)Nc1ccc(S(=O)(=O)C(C#N)c2nc3ccccc3nc2NCCO)cc1 (centres undefined)	i	i	i	i	-1	i	i	-4	i	i	2
CCC(=O)Nc1ccc(C(=O)CSc2nc(N)cc(N)n2)cc1	i	i	i	i	-8	i	i	-7	i	i	0
O=S(=O)(c1cccc(C(F)(F)F)c1)c1ccc(O)cn1	i	i	i	i	-2	i	i	-11	i	i	·
CCN(CC)c1ccc2c(-c3ccc(S(=O)(=O)O)cc3S(=O)(=O)[O-])c3ccc(=[N+](CC)CC)cc-3oc2c1	i	i	i	i	11	i	25*	-41	i	i	32
CN(CC(=O)Nc1ccc(F)c(F)c1)S(=O)(=O)c1cccs1	i	i	i	i	0	i	i	-14	i	i	11
COc1ccc2c(C)cc(SCC#N)nc2c1	i	i	i	i	48	i	i	-9	i	i	-7
CCOC(=O)c1c(C)n(C)c2ccc(O)c(CN3CCC(C)CC3)c12	i	i	i	i	10	i	i	-13	i	i	-1
CC(=O)Nc1ccc(C(=O)N(C2=NC(C)CS2)c2ccc(Cl)cc2)cc1 (centres undefined)	i	i	i	i	0	i	i	-12	i	i	2
Cc1ccc(-c2noc(-c3c(C)noc3C)n2)cc1	i	i	i	i	6	i	i	-2	i	i	-7
Cc1ccc(C(=O)c2c3ccc([N+](=O)[O-])cc3[n+]([O-])n2CCCC(N)=O)cc1	i	i	i	i	-3	i	i	-8	i	i	-3
CS(=O)(=O)N(Cc1ccccc1Cl)c1ccc(C(=O)NCc2ccccn2)cc1	i	i	i	i	-1	i	i	-9	i	i	-16
O=C(/C=C/c1cccnc1)c1ccc(O)cc1	i	i	i	i	1	i	i	-9	i	i	1
CC(C)(C)c1ccc(Cn2nnc3c(=O)[nH]c(C4CCCN(C(=O)c5cccs5)C4)nc32)cc1 (centres undefined)	i	i	i	i	-2	i	i	-8	i	i	-3
COc1ccc(C(=S)N2CCCCC2)cc1Br	i	i	i	i	0	i	i	-4	i	i	3
O=C1C(Cl)=C(NCC2CCCO2)C(=O)N1C1CCCCC1 (centres undefined)	i	i	i	i	5	i	i	-11	i	i	2
C[C@H]1CCC[C@]2(O[C@H](CCO)C[C@@H](O)[C@@H]2O)O1	i	i	i	i	-9	i	i	-2	i	i	-1
O=C(c1sc2ccccc2c1Cl)N1CCN(c2ccccc2F)CC1	i	i	i	i	5	i	i	-7	i	i	8
COc1ccc(CCNC(=O)CSc2ccc3ccccc3c2)cc1OC	i	i	i	i	3	i	i	-7	i	i	-8
COc1ccc2c(c1)C(C)CC(C)(C)N2C(=O)Nc1ccccc1 (centres undefined)	i	i	i	i	-1	i	i	-10	i	i	3
CCOc1ccc(OCCN2C(=O)NC(Cc3c[nH]c4ccccc34)C2=O)cc1 (centres undefined)	i	i	i	i	7	i	i	-20	i	i	-2
O=C(CN(Cc1ccccc1)S(=O)(=O)c1ccccc1)N/N=C/c1ccc([N+](=O)[O-])cc1	i	i	i	i	-4	i	i	-4	i	i	13
CCCCN(C)CCCNC(=O)c1cc(=O)[nH]c2ccc(S(=O)(=O)N3CCCCC3C)cc12 (centres undefined)	i	i	i	i	-1	i	i	-9	i	i	1

An excerpt from above, limited to TRPC4 inh, hERG protect and TRPC4 potent.
Molecule,TRPC4 inh,hERG protect,TRPC4 potent
COc1ccc2c(C)cc(SCC#N)nc2c1,i,-9,i
CCN(CC)Cc1c(C(=O)N/N=C/c2ccc(OCc3ccccc3C)cc2)nnn1-c1nonc1N,i,-11,i
CCN(CC)C(=O)CSc1nc(N)c(C(=O)Nc2ccc(OC)cc2)s1,i,-14,i

A draw from above in order of length of the SMILES, lowest first:
SMILES	KCNK3 inh	KCNQ1 act	TRPC4 potent	KCNK9 inh	DYRK1A inh	PolyA inhibitor	KCNQ1 block	hERG protect	TRPC4 inh	TRPC4 act	Platelet DG rel
O=S(=O)(c1cccc(C(F)(F)F)c1)c1ccc(O)cn1	i	i	i	i	-2	i	i	-11	i	i	·
CN(CC(=O)Nc1ccc(F)c(F)c1)S(=O)(=O)c1cccs1	i	i	i	i	0	i	i	-14	i	i	11
O=C(NCC(c1ccco1)N1CCN(c2ccc(F)cc2)CC1)c1cccs1 (centres undefined)	i	i	i	i	8	i	i	-9	i	i	-5

Given as a markdown table: 4 of the compounds above.
| molecule | KCNK3 inh | KCNQ1 act | TRPC4 potent | KCNK9 inh | DYRK1A inh | PolyA inhibitor | KCNQ1 block | hERG protect | TRPC4 inh | TRPC4 act | Platelet DG rel |
| --- | --- | --- | --- | --- | --- | --- | --- | --- | --- | --- | --- |
| Cn1c(NCc2cc(Br)ccc2O)nc2ccccc21 | i | i | i | i | 7 | i | i | -11 | i | i | -2 |
| Nc1cc(Oc2ccc(F)cc2F)cc([N+](=O)[O-])c1 | i | i | i | i | 0 | i | i | -4 | i | i | -1 |
| Cc1ccsc1C(=O)OCC(=O)NCc1ccc2c(c1)OCO2 | i | i | i | i | -3 | i | i | -8 | i | i | 0 |
| CC(C)C(C)NC(=O)Cn1cnc2c(oc3ccccc32)c1=O (centres undefined) | i | i | i | i | 4 | i | i | -8 | i | i | -18 |
